# aSyn 5UTR inh: MLPCN primary screen, SNCA 5' untranslated region. hit rate 0.82% among 300,000. inhibition, % (tested at 7.5 µM). alpha-synuclein 5'UTR reporter, inhibitor activity; in the data active = inhibition above about 60%;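 also: H4 neuroglioblastoma cells stably carrying SNCA 5'UTR luciferase fusion; 0% = DMSO wells and 100% = positive control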
# GSK3B inh: inhibitors of human GSK3beta kinase; GST-GSK3beta kinase, ADP-Glo luminescence, 60 min; hits give low values; activity score (negative = inhibition), % at 10 µM; hit rate 0.038% among 300,000;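 active = more than half of replicate wells score below -50%, meaning over 50% inhibition versus plate controls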;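 also: 0% = median DMSO wells and -100% = median GW8510 positive control wells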
# Target sequence (P49841 whole entry, looked up): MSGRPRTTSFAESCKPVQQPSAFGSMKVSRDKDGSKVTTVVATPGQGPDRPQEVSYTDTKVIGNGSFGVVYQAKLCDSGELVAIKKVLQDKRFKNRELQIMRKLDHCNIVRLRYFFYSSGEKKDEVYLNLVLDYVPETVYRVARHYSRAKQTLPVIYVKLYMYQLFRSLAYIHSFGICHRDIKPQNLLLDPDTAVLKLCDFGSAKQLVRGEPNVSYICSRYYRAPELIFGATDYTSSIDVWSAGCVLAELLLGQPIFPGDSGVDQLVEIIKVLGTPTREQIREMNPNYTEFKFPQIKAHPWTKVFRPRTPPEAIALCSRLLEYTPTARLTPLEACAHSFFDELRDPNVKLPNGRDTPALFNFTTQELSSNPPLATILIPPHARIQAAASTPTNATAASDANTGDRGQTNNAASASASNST
#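 Test system: GST-fused GSK3beta enzyme, cell-free | Quantity: 1.6 ng GST-GSK3beta enzyme per well | Reagent: 25 µM ATP with peptide substrate | Schedule: 60 min enzyme reaction, room temperature | Signal: Luminescent ADP-Glo measurement of ADP formed | Read-out basis: Score relative to plate controls | Control set: DMSO and 20 µM GW8510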
# DYRK1A inh: blocks rat Dyrk1A kinase activity. ADP-Glo luminescence, NFATc1 peptide. Q63470. inhibition, % at 12.5 µM. hit rate 0.43% among 310,000; in the data active = inhibition above about 50%;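 also: plate controls were vehicle with enzyme for no effect and no enzyme for full effect; many of its hits are not listed in these tables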
# GSK3 alpha inh: human GSK-3 alpha kinase inhibition. ADP-Glo luminescence, 60 min. hit rate 0.1% among 320,000. inhibition, % at 10 µM;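 in the data active = inhibition above about 50%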;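 also: GST-tagged GSK-3 alpha with peptide substrate and 25 µM ATP; 0% = DMSO neutral wells and 100% = GW8510 positive control wells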
# Target sequence (P49840 whole entry, looked up): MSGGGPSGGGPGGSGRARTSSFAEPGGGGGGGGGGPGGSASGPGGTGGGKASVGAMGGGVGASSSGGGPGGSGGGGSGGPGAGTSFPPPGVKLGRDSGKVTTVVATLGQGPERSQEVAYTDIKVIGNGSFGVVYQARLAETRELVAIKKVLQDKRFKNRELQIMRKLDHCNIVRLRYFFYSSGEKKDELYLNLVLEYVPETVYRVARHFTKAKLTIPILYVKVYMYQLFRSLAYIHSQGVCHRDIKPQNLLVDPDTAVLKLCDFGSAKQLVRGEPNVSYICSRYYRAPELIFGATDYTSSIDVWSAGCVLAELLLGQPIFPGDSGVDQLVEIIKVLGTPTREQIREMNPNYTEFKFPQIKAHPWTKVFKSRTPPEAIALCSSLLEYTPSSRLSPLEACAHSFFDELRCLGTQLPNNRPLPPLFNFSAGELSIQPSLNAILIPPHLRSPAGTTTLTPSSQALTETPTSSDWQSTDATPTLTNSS
# HSF-1 act: increases HSF-1 driven luciferase reporter signal. hit rate 1.7% among 300,000. NIH3T3-HGL HSF-1 luciferase reporter, MG132, 8 h; 100% = twice DMSO control signal. activation, % at 9 µM;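 active = mean replicate activation of at least 50% with a set share of replicates each reaching 50%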;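 also: 0% = median of the neutral control wells and 100% = twice that signal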
# HSF1 inh: HSF1 inhibition; NIH3T3-HGL HSE-luciferase, MG132-induced, luminescence 8 h; hits give low values; activity change, negative = inhibition, % at 7.5 µM (by protocol); hit rate 0.77% among 300,000; AID 2098;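 active = more than half of replicate wells show activity change below -50%, luminescence cut by over half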;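 also: luciferase reports HSF-1 transcriptional activity via heat shock element; 0% = median of DMSO wells and -100% = zero luminescence signal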
# Platelet DG rel: modulates dense granule release in human platelets. hit rate 0.22% among 300,000. inhibition, %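 (compounds screened at 7.5 µM in platelet-rich plasma)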. human platelet-rich plasma, SFLLRN dense granule ATP release, luminescence;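 active = mean replicate score, as percent of positive control, at or above 50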
# KLF5 inhibitor: inhibitors of KLF5 expression. DLD-1 KLF5 promoter-luciferase reporter, luminescence. inhibition, % at 5 µM. hit rate 0.23% among 290,000;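 active = inhibition above a per-plate limit of that plate's mean compound inhibition plus 3 SD, cut at about 60% in these data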;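 also: 0% = DMSO wells and 100% = LY294002 at 200 µM; higher means less KLF5 promoter-driven luciferase light; inactives centre near -14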
# HSP90 inh: blocks HSP90-mediated luciferase refolding in reticulocyte lysate; Rabbit reticulocyte lysate, luciferase refolding luminescence, 3 h; inhibition, % at 5.6 µM; hit rate 0.91% among 290,000; AID 1789;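 active = inhibition above the screen-wide mean plus 3 SD, computed separately per campaign, cut at about 16% in these data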;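 also: 0% = DMSO wells and 100% = 60 µM geldanamycin wells; inhibitors lower the luminescence because luciferase stays unfolded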
# IEC-6 cytotox: IEC-6 cytotoxicity, counter-screen for KLF5 inhibitors | luminescence viability | inhibition, % at 5 µM | hit rate 0.78% among 290,000 | AID 1825; in the data active = inhibition above about 22%;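 also: 0% = plate median of test compound wells and 100% = cytotoxic reference compound wells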
# Active calls of the source: *; / = not tested or not shown.
SMILES	aSyn 5UTR inh	GSK3B inh	DYRK1A inh	GSK3 alpha inh	HSF-1 act	HSF1 inh	Platelet DG rel	KLF5 inhibitor	HSP90 inh	IEC-6 cytotox
CN(C(=O)CSc1nnc(-c2cccnc2)n1-c1ccccc1F)C1CCS(=O)(=O)C1 (stereo unspecified)	-8	1	5	-3	-10	-1	14	1	-2	0
CCN(CC)CCN(CC(=O)Nc1c(C)cc(C)cc1C)C(=O)c1ccccc1	4	1	9	-2	2	-1	-13	-43	1	-8
CCN1CCN(C(=O)c2ccccc2N(C)S(=O)(=O)c2ccc(C)cc2)CC1	-2	4	2	-1	-14	3	1	-12	-2	1
CC(=O)c1cccc(N=C2NC(=O)CS2)c1	20	1	9	-3	-3	7	21	6	6	8
CCN1CCN(C(=O)/C=C/c2ccc(F)cc2)CC1	-7	-2	/	-2	-1	0	2	/	/	/
O=C(CC(=O)c1ccccc1)Nc1cc(C(F)(F)F)ccc1Cl	-10	1	-7	-1	-5	0	0	-18	2	1
COC(=O)[C@@H]1C[C@H]1[C@@H](NC(=O)c1ccccc1)c1ccccc1	-26	2	-8	0	-3	2	-2	25	-1	2
COCCOC(=O)C1=C(C)NC(=O)NC1C1CC=CCC1 (stereo unspecified)	2	0	-1	-1	3	-1	2	-30	-6	-2
Nc1c(C(=O)NCc2ccco2)c2nc3ccccc3nc2n1CCc1ccccc1F	-31	1	6	9	19	26	2	-8	13	5
O=C(CSc1nnc(CNc2ccc(F)cc2)n1Cc1ccccc1)N1CCOCC1	2	4	-2	0	-27	-2	-2	-27	-1	-3
Cc1ccc(S(=O)(=O)N2CCCC2CNC(=O)C(=O)NCCN2CCOCC2)cc1 (stereo unspecified)	5	-2	-9	-2	5	-6	5	/	/	/
CC(=O)c1ccc(Cc2ccccc2)cc1	6	0	7	/	9	-1	4	-26	0	1
O=C(CCn1nc(-c2ccc(Cl)cc2)c2ccccc2c1=O)Nc1cccnc1	13	-13	3	4	0	7	-1	0	4	1
CCc1ccc(/C(C)=N/NC(=O)CNC(=O)/C=C/c2ccccc2OC)cc1	35	3	/	-4	3	-2	42	-15	-2	1
Cc1ccc(OCC(=O)Oc2cccc(C)c2C)cc1	-8	3	6	/	2	4	-1	-17	3	1
Cc1cc(NC(=O)Nc2ccccc2Cl)no1	-74	0	2	-6	10	-2	1	-26	1	2
O=c1c2ccccc2cnn1Cc1n[nH]c(=S)n1C1CC2CCC1C2 (stereo unspecified)	19	1	-4	1	-6	-4	-4	9	3	-1
Cc1ccc2c(c1)NC(=O)C(CC(=O)Nc1ccc(Br)c(C)c1)O2 (stereo unspecified)	-3	1	5	-1	8	3	23	-20	-4	6
CC1=Nc2cc(C(=O)NCC3CCCO3)ccc2Sc2ccc(C)cc21 (stereo unspecified)	44	1	/	0	11	12	-7	61	-5	79*
COc1ccc(C2NC(=O)NC(C)=C2C(=O)OCC2CCCCC2)cc1OC (stereo unspecified)	2	0	0	1	0	-2	-4	-1	2	3
O=C(/C=C/c1ccccc1[N+](=O)[O-])OC1CCCCC1=O (stereo unspecified)	/	-5	-3	-4	/	/	20	13	4	-1
S=C(NCCc1ccccc1)NC1CCC(NC(=S)NCCc2ccccc2)CC1 (stereo unspecified)	-2	1	-1	1	1	2	-5	-20	-1	-2
CCCCCOC(=O)Cc1c(O)c2ccccc2[nH]c1=O	-4	0	-5	-3	16	5	14	1	0	-5
O=C(Nc1ccc(F)cc1)Nc1ccc2c(c1)OCO2	-109	2	-1	-3	34	17	3	-203	-3	3
O=C(Nc1ccc(Cl)cc1)c1cc(S(=O)(=O)N2CCOCC2)cs1	-4	1	7	2	-20	3	6	-20	12	-1
O=C(O)CCC(=O)Nc1cccc(-c2nnc(-c3ccccc3)o2)c1	-6	1	/	2	29	11	5	-2	4	3
COc1ccc(N(CC(=O)Nc2cccc(C)c2)S(=O)(=O)c2ccc(C)cc2)cc1OC	20	-5	7	-1	18	-3	-9	-18	2	2
Cc1ccc(S(=O)(=O)N2CCOCC2)cc1NC(=O)COC(=O)CNC(=O)c1ccc(C(C)(C)C)cc1	10	2	0	-2	8	-2	-5	9	-6	2
COC(=O)[C@@H](NC(=O)NC(C)CCc1ccccc1)C(C)C (stereo partly specified)	19	3	-1	-7	-7	-2	1	-11	7	4
CC(C)(C)CC(=O)NC(=S)NCc1ccccc1	21	1	-3	-1	9	-3	1	-5	-1	-4

# Going on with the list:
SMILES	aSyn 5UTR inh	GSK3B inh	DYRK1A inh	GSK3 alpha inh	HSF-1 act	HSF1 inh	Platelet DG rel	KLF5 inhibitor	HSP90 inh	IEC-6 cytotox
Cc1ccc(-c2ccc(/C=N/NC(=S)Nc3ccccc3)o2)cc1[N+](=O)[O-]	-4	-3	-1	2	-4	0	-11	-12	-4	-8
COc1ccc2[nH]c(=O)c(CNc3ccccc3C)cc2c1	-94	-1	13	-1	-4	-12	8	-28	-1	1
O=C(CNC(=O)c1ccccn1)N/N=C/c1ccccc1	/	2	-4	-3	/	/	/	-7	-2	-1
COc1ccc(Cc2nnc(SCC(=O)Nc3cc(Cl)ccc3OC)[nH]c2=O)cc1	-23	4	-3	-6	0	-2	-4	/	/	/
Cc1cc2c(c(=O)n1CCN(C)C)C(c1ccncc1)C(C#N)=C(N)O2 (stereo unspecified)	20	3	-1	2	-5	-8	-3	-33	0	-7
Cc1ccc(CC2CC(=O)N(c3nc4ccccc4s3)C2=O)cc1 (stereo unspecified)	-51	-1	-2	-2	34	11	-3	-13	-5	-12
Cc1ccc2c(C)cc(=S)[nH]c2c1	1	0	3	/	-7	1	14	17	2	6
O=C(c1ccc2c(c1)OCO2)C1CCCN(C(=O)C2CCOCC2)C1 (stereo unspecified)	-31	4	4	-2	12	3	-5	-10	-3	-2
O=C(Nc1cccnc1)c1ccc(COc2ccccc2Br)cc1	-7	2	-1	-3	-5	4	-1	-34	1	5
CCOC(=O)c1ccc(NC(=O)CN2CCN(c3ccccc3)CC2)cc1	-16	3	0	-4	-3	-4	0	-35	-1	-2
CCN(CC)c1ccc(/C=N/NC(=O)c2cccc(N3CCCC3=O)c2)cc1	16	2	-3	-2	7	-3	10	-24	6	9
CCCCNC(=O)NNC(=O)COc1cccc(C)c1C	-3	2	-3	-1	36	6	3	-25	-5	-5
CN(C(=O)COC(=O)CNC(=O)c1ccccc1F)C1CCCCC1	4	2	4	4	-7	-10	11	/	/	/
COc1ccc(/C=C/C(=O)NCC2COc3ccccc3O2)c(OC)c1 (stereo unspecified)	-27	0	/	-1	16	8	3	-30	-5	-1
Clc1ccc(-c2cc(COc3ccccc3)no2)cc1Cl	-32	-1	0	3	6	-1	7	-20	0	-2
Cc1c(C)n(Cc2ccccc2)c2ncnc(NCCCO)c12	-10	-1	-1	-1	20	4	-3	-12	2	-1
Cc1cc(NC(=O)CCNS(=O)(=O)c2cc(Br)cnc2N)ccc1Br	-32	2	1	-1	9	-9	-2	-12	1	6
O=C(Cc1ccc(N2CCNC2=O)cc1)N1CCCC(Nc2ccc(F)c(F)c2)C1 (stereo unspecified)	13	-13	7	2	-9	-8	3	67*	-3	48*
O=S(=O)(NCc1cc(-c2ccccc2)no1)c1ccccc1	-7	0	8	2	7	-6	-4	-21	3	-1
COc1ccc(C(=O)ON=C2CCN(C)CC2)cc1	14	2	3	-2	-12	4	-8	-6	-3	-1
COc1cccc(NC=C2C(=O)OC(C)(C)OC2=O)c1	11	0	6	0	32	18	-7	-38	0	1
CCOC(=O)c1nn(-c2ccc(C)cc2)c(=O)cc1OCC(=O)Nc1cccc(OC)c1	7	3	2	/	-3	0	-10	/	/	/
C/C(=N\N=C1\NC(=O)C(CC(=O)O)S1)c1ccccn1 (stereo unspecified)	6	1	/	-2	6	-5	4	-12	16	-4
COC(=O)CCCSc1nccn1-c1ccccc1	5	2	2	-1	-6	-11	1	-14	3	1
N#Cc1c(-c2ccc(F)cc2)nc(-c2ccccc2)[nH]c1=O	-4	-3	9	-1	29	0	-1	-3	-1	-2
O=C(Nc1ccc(Br)cn1)c1ccc(Br)s1	-198	0	9	-1	70*	37	/	-106	5	28*
COc1ccc(CSCC(=O)NCCC(C)C)cc1	6	-1	-1	0	-5	-18	28	11	-3	-3
CC1CC(C)CN(CCCNC(=O)c2ccc3c(c2)NC(=O)C(N2CCCCC2)S3)C1 (stereo unspecified)	-18	-3	2	2	-3	1	-1	-18	1	1
CCN(c1ccccc1)S(=O)(=O)c1ccc(OC)c(N=N/C(C(=O)Nc2ccccc2)=C(/C)O)c1	6	-1	-15	4	2	-7	-3	-24	0	-2
CCN(CC)CCCNC(=O)c1csc(Nc2cccc3ccccc23)n1	33	-2	/	8	-6	-10	-9	-27	5	3

# Carrying on:
SMILES	aSyn 5UTR inh	GSK3B inh	DYRK1A inh	GSK3 alpha inh	HSF-1 act	HSF1 inh	Platelet DG rel	KLF5 inhibitor	HSP90 inh	IEC-6 cytotox
CC(C)CC(=O)Nc1cccc(NC(=O)CC(C)C)n1	-3	0	1	0	8	-5	3	15	-2	-3
CCc1nnc(NC(=O)C2CC(=O)N(Cc3ccccc3)C2)s1 (stereo unspecified)	8	-1	1	-1	-6	4	-2	-13	5	6
O=C(NCCCN1CCCC1=O)c1nnc(Cc2c(F)cccc2Cl)o1	6	3	-9	-1	-7	-6	0	-24	3	-7
COc1cccc(-n2c(SCC(=O)NCCc3ccccc3)nnc2-c2ccoc2C)c1	1	0	-24	1	-1	-3	3	-23	0	-6
COc1ccccc1NC(=O)COC(=O)CNC(=O)c1ccc(OC)c(OC)c1	26	-5	5	-8	-15	-6	-4	-25	-2	-5
NC(=O)c1ccsc1NC(=O)c1ccc2c(c1)CCCC2	-16	0	11	1	18	3	22	-6	11	14
CCn1c(SCC(=O)Nc2nccc(C)n2)nc2ccccc21	9	-3	-12	2	-19	-2	3	-32	-3	-1
CC1(C)NC(C(=O)O)Cc2c1[nH]c1ccccc21 (stereo unspecified)	2	2	3	4	6	-1	-1	-13	-1	-4
CSC1=N/C(=C\c2cccnc2)C(=O)N1c1ccccc1	-23	3	6	-1	-6	-1	-1	-12	-7	-1
N#CCCN(C(=O)COC(=O)c1ccc(CNS(=O)(=O)c2ccc(F)c(Cl)c2)cc1)c1ccc(F)cc1	-22	-3	-4	-1	14	6	-1	-24	7	-1
NC(=O)NC(=O)COC(=O)CCCc1c[nH]c2ccccc12	7	-1	-1	-5	1	1	4	-19	1	-8
O=S(=O)(N/N=C\C=C\c1ccccc1)c1ccc(Cl)cc1	-2	-2	-4	-4	-9	-3	7	-49	-2	2
Cc1ccc2c(c1)nnn2C1CCN(C(=O)C23CC4CC(CC(C4)C2)C3)CC1	-6	2	4	-1	-2	-5	0	-24	2	-3
CC(=O)c1cccc(NC(=O)C2C3CCC(C3)C2C(=O)O)c1 (stereo unspecified)	2	2	-1	-4	21	16	-11	-22	-7	-7
COc1ccc(CN2CCN(C(=O)c3cccc4ccccc34)CC2)cc1OC	40	3	-2	-2	5	-4	12	-48	1	-7

# Assay outcomes deposited in PubChem BioAssay by several laboratories.

# These rows are one share of the data (hit frequency here may not be typical).
